TDP-43 yeast inh: qHTS of TDP-43 Inhibitors; AID 652104, 2013; Potency, µM (highest dose often 46.1 µM), for the others: at the highest dose growth rescue (activation), most hits filed as activators; 1.8% of 410,000 active; TDP-43 expressing yeast growth rescue, BacTiter-Glo, 24 h; also: potency is read from the fitted curve at half-maximal effect; % of control where 0% means no effect; nearly all actives have a fitted effect of over 50% in size
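Galactose-induced TDP-43 yeast, OD600=0.02, compound pinned; 24 hr, 30 deg C; BacTiter-Glo luminescence for growth. Inhibitors of TDP-43 toxicity read as activators.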
DRD3 agonist: qHTS of D3 Dopamine Receptor Agonist: qHTS; D(3) dopamine receptor (Homo sapiens), P35462; D3R DiscoveRx beta-arrestin cells, luminescence, 90 min; max activation, %; 0.58% of 410,000 active; in the data active = max activation above about 30%; also: 0% is about no effect; mostly tested at two doses, the higher about 12 µM
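Cells at 1500/well, incubated overnight, then treated with pinned compounds (dopamine as control) for 90 min at 37 degrees C. DiscoveRx reagent added for 30 - 60 minutes at room temperature; luminescence read.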
D3 antag: qHTS of D3 Dopamine Receptor Antagonist: qHTS | D(3) dopamine receptor (Homo sapiens), P35462 | D3R cells, DiscoveRx beta-arrestin luminescence, antagonist mode; active compounds read low | max response, negative = inhibition, % | 2.5% of 360,000 active | AID 652054, 2013; in the data active = max response below about -50%; inconclusive = no clear call, values can overlap the other calls; also: % is scaled to controls: 0 for no effect and ±100 for the full control effect; mostly tested at two doses, the higher about 12 µM
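Cells plated overnight at 1500 cells/well, then exposed to library compounds with dopamine controls for 90 minutes at 37 degrees C. DiscoveRx reagent added for 30–60 minutes at room temperature; luminescence read, quantitative HTS format.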
KB-V1 MDR tox: qHTS assay for MDR1-selective chemotherapeutics: Primary screen using the drug-selected MDR subline cells KB-V1 | KB-V1 MDR cells viability, CellTiter-Glo, 72 h | Potency, µM (series often up to 46.1 µM), for the others: top-dose activity change, negative = cytotoxicity, actives largely listed as cytotoxic | 3.4% of 400,000 active; also: potency is read from the fitted curve at half-maximal effect; % is scaled to controls: 0 for no effect and ±100 for the full control effect; nearly all actives have a fitted effect of over 60% in size
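Readout: CellTiter-Glo luminescence, 10 min after addition. Cells: KB-V1 MDR subline, 72 h at 37 degrees C with compound. Analysis: corrected, normalized data fitted to concentration-effect curves.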
GLP1R inv ag: qHTS of GLP-1 Receptor Inverse Agonists (Inhibition Mode); 1.6% of 410,000 active; Glucagon-like peptide 1 receptor (Homo sapiens), P43220; HEK293 GLP-1R CRE-luciferase, luminescence, 24 h; GLP-1R form is constitutively active; Potency, µM (series often up to 38.3 µM), without a hit: top-dose activity change, negative = inhibition, most hits filed as inhibitors; also: potency is read from the fitted curve at half-maximal effect; % is scaled to controls: 0 for no effect and ±100 for the full control effect; nearly all actives have a fitted effect of over 55% in size
Target sequence (P43220 whole entry, looked up): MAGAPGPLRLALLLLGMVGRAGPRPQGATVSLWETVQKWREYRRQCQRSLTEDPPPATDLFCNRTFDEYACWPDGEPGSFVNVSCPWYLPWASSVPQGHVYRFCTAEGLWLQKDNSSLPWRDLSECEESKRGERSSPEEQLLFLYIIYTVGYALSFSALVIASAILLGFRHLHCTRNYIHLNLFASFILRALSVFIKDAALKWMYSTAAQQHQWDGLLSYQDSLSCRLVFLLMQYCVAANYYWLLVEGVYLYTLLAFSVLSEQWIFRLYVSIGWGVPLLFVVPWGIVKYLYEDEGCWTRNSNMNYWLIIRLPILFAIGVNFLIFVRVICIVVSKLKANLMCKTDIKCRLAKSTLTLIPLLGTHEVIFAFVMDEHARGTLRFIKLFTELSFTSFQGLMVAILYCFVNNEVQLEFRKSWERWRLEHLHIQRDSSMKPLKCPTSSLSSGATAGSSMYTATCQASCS
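Constitutively active GLP-1R drives a cAMP-responsive luciferase in stably transfected HEK293 cells; test compounds are added after overnight (12 h) attachment and left 24 hr, and signal loss in luminescence marks inhibition.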
aSyn yeast inh: qHTS of alpha-syn Inhibitors; Yeast expressing alpha-synuclein, growth rescue, BacTiter-Glo, 24 h; Potency, µM (series often up to 46.1 µM), without a hit: at the top dose growth rescue (activation), most hits filed as activators; 0.14% of 370,000 active; also: potency is read from the fitted curve at half-maximal effect; % of control where 0% means no effect; nearly all actives have a fitted effect of over 65% in size
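Screening used galactose-induced yeast with toxic alpha-synuclein levels, exposed to compound for 24 hr at 30 deg C. Cell growth, read with BacTiter-Glo luminescence, gave the measured signal.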
GLP1R ag: qHTS of GLP-1 Receptor Agonists; HEK293 GLP-1R CRE-luciferase, luminescence, 4-6 h; cells express a hypersensitive GLP-1R form; Potency, µM (doses to about 45.6 µM), for the others: top-dose activation, most hits filed as activators; 0.007% of 380,000 active; AID 624172, 2012; also: potency is read from the fitted curve at half-maximal effect; % of control where 0% means no effect
PTHR1 agonist: qHTS for PTHR1 Agonists: Primary Screen; 0.075% of 410,000 active; HEK293 GP2 PTHR1 cells, GloSensor cAMP luminescence, 1 h; Potency, µM (top dose mostly 115 µM), without a hit: at the top dose activation, usual class: activators; Parathyroid hormone/parathyroid hormone-related peptide receptor (Homo sapiens), Q03431; also: potency is read from the fitted curve at half-maximal effect; nearly all actives have a fitted effect of over 55% in size; some results filed as inactive show a strong effect at the top dose; inactives centre near -15; many of its hits are not listed in these tables
Target sequence (Q03431 whole entry, looked up): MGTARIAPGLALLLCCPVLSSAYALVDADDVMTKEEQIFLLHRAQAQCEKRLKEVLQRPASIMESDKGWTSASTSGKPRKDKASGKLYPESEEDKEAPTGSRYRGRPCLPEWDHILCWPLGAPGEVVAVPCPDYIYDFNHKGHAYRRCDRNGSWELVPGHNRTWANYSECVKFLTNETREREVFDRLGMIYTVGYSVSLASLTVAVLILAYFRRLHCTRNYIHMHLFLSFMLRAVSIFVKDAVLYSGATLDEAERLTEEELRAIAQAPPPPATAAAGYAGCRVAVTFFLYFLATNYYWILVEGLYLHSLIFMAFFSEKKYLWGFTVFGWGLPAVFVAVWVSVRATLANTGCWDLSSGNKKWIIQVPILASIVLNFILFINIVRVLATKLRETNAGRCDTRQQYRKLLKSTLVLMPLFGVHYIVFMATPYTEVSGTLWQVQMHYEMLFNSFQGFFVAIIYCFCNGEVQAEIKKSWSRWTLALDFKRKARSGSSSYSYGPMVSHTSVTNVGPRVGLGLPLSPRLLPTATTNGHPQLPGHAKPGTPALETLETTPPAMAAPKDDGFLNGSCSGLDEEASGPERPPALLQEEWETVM
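HEK-293-derived GP2 cells expressing PTHR1 and a GloSensor cAMP reporter, 3,000/well, plated overnight, given luciferin plus IBMX (each 0.5 mM as added) for 1 h at 37 °C, then compound for 1 h at 37 °C. Luminescence was read after 15 min at room temperature.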
GLP1R cytotox: qHTS of GLP-1 Receptor Inverse Agonists: Cytotox Screen. HEK293 cAMP-luciferase reporter cells, luminescence, 24 h. Potency, µM (series often up to 38.3 µM), inactives show top-dose activity change, negative = inhibition, hits mostly inhibitors. 0.13% of 410,000 active. AID 624418, 2012;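 also: loss of luciferase light is scored as toxicity; potency is read from the fitted curve at half-maximal effect; % is scaled to controls: 0 for no effect and ±100 for the full control effect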
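Compound-treated cells are incubated 24 hr at 37 deg C under 5% CO2 after a 12 hour attachment period, then luciferase detection reagent is added and luminescence is measured following 12 min at room temperature; lowered signal indicates toxicity.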
Starred values were filed as active, the others as inactive; i = inactive; ? = inconclusive; · = not tested or not shown; [ ] = dose if it differs, or a comment. Unless noted, calls follow the shape of the dose curve; as a rule, active = well fitted curve in the direction sought with a large enough effect; inconclusive = small, poorly fitted or top-dose-only effect, or another doubt; inactive = no such curve, though single readings can be large; an effect the other way counts as inactive or inconclusive. This is a subset, so the mix of outcomes need not match the whole.

canonical_smiles,GLP1R inv ag,DRD3 agonist,D3 antag,aSyn yeast inh,KB-V1 MDR tox,GLP1R ag,PTHR1 agonist,GLP1R cytotox,TDP-43 yeast inh
CNC(C)C(=O)NC(C(=O)NC(C(=O)Nc1cccc2ccccc12)C(C)C)C(C)C (stereo not drawn),3%,-2,-11,-2%,-19%,-1%,?,5%,-15%
Cc1cc(N2CCN(Cc3ccc4c(c3)OCO4)CC2)n2ncnc2n1,0%,-16,-17,0%,8%,-5%,-15%[57.5 µM],1%,-8%
O=C(C1CCCCN1S(=O)(=O)c1ccccc1[N+](=O)[O-])N1CCOCC1 (stereo not drawn),2%,-1,6,-4%,3%,-2%,i,4%,22%
CCOC(=O)c1sc(NC(=O)C2CCC2)cc1C,1%,-2,-13,-5%,-14%,14%,-18%,-1%,-4%
CCn1cc(C2=NC(CC(C)C)CO2)c2ccccc21 (stereo not drawn),?,-25,-20,-5%,-18%,25%,i,?,-27%
O=C(COc1ccccc1)NCc1ccccc1,0%,-2,4,1%,0%,0%,-10%[57.5 µM],5%,-20%
Cc1ccc(Cl)cc1N1CCN(S(=O)(=O)c2ccc3oc(=O)c4ncn(C)c4c3c2)CC1,-13%,-15,·,·,2%,·,?,-16%,-1%
CC(C)Cc1nc(N2CCC(C(N)=O)CC2)c2nnn(Cc3ccccc3)c2n1,-1%,6,-6,-5%,5%,14%,-20%,-8%,-14%
COc1cccc(-c2nn3c(-c4ccccn4)nnc3s2)c1,25%,-5,4,-2%,-14%,2%,-19%[57.5 µM],-5%,16µM*
Cc1ccccc1CCNC(=O)CCn1ccc2cc(S(=O)(=O)N3CCCC3)ccc21,?,1,7,-9%,-8%,4%,-19%,-5%,8%
COC(=O)/C=C/COc1ccccc1[N+](=O)[O-],?,-6,-11,11%,3%,3%,-22%,-22%,26%
CCC(C)NCCCOc1cc(Cl)ccc1Cl (stereo not drawn),?,-6,-77*,-8%,-2%,4%,-18%,0%,-13%
CCOc1ccc(NC(=O)Cn2c(=O)n(Cc3nc(-c4ccccc4)no3)c(=O)c3ccccc32)cc1,1%,2,·,·,16%,·,-15%,20%,0%
CCCNC(=O)c1cc2c3ccccc3n(C)c2s1,-17%,4,-21,0%,-9%,-2%,-5%[57.5 µM],-7%,14µM*
O=C(NC1CCCCC1)C(c1ccccc1)N1CCCC1 (stereo not drawn),9%,0,0,7%,0%,0%,i,-2%,2%
CN(C)N1C(=O)CC(N2CCCC2)C1=O (stereo not drawn),0%[7.66 µM],1,4,?,-5%,-2%,-20%,7%[7.66 µM],0%[9.22 µM]
Cc1ccc(S(=O)(=O)NNC(=S)NC(=O)c2ccc([N+](=O)[O-])cc2)cc1,7%,5,4,1%,11%,-1%,-16%,11%,-5%
CCCc1nc(SCC(=O)Nc2ccc(S(=O)(=O)N(C)C)cc2)c2ccccc2n1,21%,2,0,-9%,?,4%,i,-3%,22%
O=S1(=O)N[C@H](Cc2ccccc2)COc2cccc(N3CCC[C@H]3CO)c21,-4%,2,0,10%,30%,-5%,-10%,2%,12%
CC1CCCC(C)N1C(=O)COC(=O)C1CCN(S(=O)(=O)c2c(Cl)cccc2Cl)CC1 (stereo not drawn),?,4,-5,7%,21%,15%,-36%[inhibitor],5%,23%
O=C(C[C@H]1C/C=C\CC[C@H](Cc2ccc(F)cc2)C(=O)O[C@@H](c2ccccc2)CNC1=O)N[C@@H](CO)Cc1ccccc1,?,-28,-17,3%,-10%,0%,-12%,?,21%
O=c1n(S(=O)(=O)c2cccc3cccnc23)c2ccccc2n1S(=O)(=O)c1cccc2cccnc12,4%,3,-14,1%,?,0%,i,8%,0%
O=C(NCc1cccnc1)Nc1ccccc1,8%,-3,-11,-5%,16%,-1%,-22%,7%,3%
O=C(COc1ncnc2ccc(Br)cc12)NC1CCCC1,0%,-4,-1,1%,?,3%,25%,3%,-24%
COc1ccc(C2=NOC(C(=O)Nc3ccc(C(C)=O)cc3)C2)cc1OC (stereo not drawn),71%[activator],-3,-7,2%,15µM*,9%,-21%[57.5 µM],-1%,-17%
Cc1ccccc1CSc1nc2nc(C)c(Cc3ccccc3)c(C)n2n1,?,-12,·,·,·,·,i,-1%,32%
CCOC(=O)c1nn(-c2ccccc2C)c2nc(CC(C)C)c(C#N)c(=O)n12,6%,1,-9,·,-15%,-2%,-5%,-12%,-3%
Cc1ccc(S(=O)(=O)Nc2ccc3c(c2)CC(=O)N([C@H](C)CO)C[C@H](C)[C@H](CN(C)Cc2ccc4c(c2)OCO4)O3)cc1,-6%,-1,?,-7%,4%,3%,i,5%,6%
Cc1ccc(C)c(NC(=O)CN(C)C(=O)c2ccc3[nH]c4c(c3c2)CC(C)CC4)c1 (stereo not drawn),?,0,-9,16%,?,-3%,i,-19%,-4%
COc1ccc(NC(=O)N(C)C[C@H]2Oc3ccc(NC(=O)Cc4ccccc4)cc3CC(=O)N([C@H](C)CO)C[C@H]2C)cc1,-2%,-41,-28,-1%,-13%,-3%,-1%,0%,-7%
CCN(CC)CCN1C(=O)c2ccccc2NC1c1cccc(F)c1 (stereo not drawn),-9%,0,-27,-8%,9%,3%,0%,-13%,23%
CCOC(=O)CNC(=O)c1sc2ncnc(N3CCc4ccccc4C3)c2c1C,16%,2,5,27%,15µM*,8%,i,22%,?
c1cc(CNC2=NCCCCC2)ccn1,-3%,1,?,-6%,19%,15%,-1%[57.5 µM],-8%,-1%
COC(=O)c1ccccc1-c1cn(C)c2ccccc2c1=O,-17%,0,7,3%,6%,0%,-51%[inhibitor],-6%,-5%
O=C(NCc1ccc(Cl)cc1)NCc1noc2ccccc12,7%,-4,·,·,-7%,·,i,1%,18%
CC(=O)Nc1nonc1-c1nnc(SCC(=O)Nc2cc(C)cc(C)c2)n1C,28%,6,·,·,-7%,·,i,-6%,5%[9.22 µM]
Cn1cc(/C=C/c2cc[n+](C)cc2)c2cc(Cl)ccc21,?,-15,12,-9%,20%,-6%,i,222%[activator],-31%
Cn1nc(C(=O)NC2CCCCC2)c2ccccc2c1=O,0%,-11,-17,0%,16µM*,3%,19%[57.5 µM],5%,7%
Cc1ccc(-n2c(SCC(=O)Nc3nccs3)nc3c(c2=O)SCC3)cc1,13%,1,14,5%,2%,-9%,i,-6%,0%
O=C(NCCc1ccc(F)cc1)C(=O)NCC1CCCN1S(=O)(=O)c1cccs1 (stereo not drawn),?,-3,1,2%,?,13%,i,-28%,-17%
CC(=O)C1C(c2cccc([N+](=O)[O-])c2)C2C(C)=NN=C2CC1(C)O (stereo not drawn),13%,-9,-11,1%,-12%,-15%,-26%,-4%[1.53 µM],-9%
CCN1CCN(c2c(C=O)c(Cl)nc3ccc(OC)cc23)CC1,-8%,-4,-16,0%,11%,-4%,-7%,1%,-10%
COc1ccccc1CNC(=O)CCCn1c(=O)c2ccccc2n(Cc2ccc(F)cc2)c1=O,-5%,-17,·,·,-18%,0%,-7%,-17%,-3%
O=C(NCc1cccs1)c1ccc2c(c1)sc1nc(-c3ccccc3)cn12,-5%,-4,·,·,·,·,5%,-2%,-10%
COc1cc(NS(=O)(=O)c2ccc(Nc3nc(-c4ccccc4)cs3)cc2)nc(OC)n1,?,8,25,-14%,4%,7%,-15%,2%,14%
COc1ccc2c(CN3CCN(Cc4ccccc4)CC3)cc(=O)oc2c1,?,-20,-68*,-1%,?,-1%,-2%,3%,-12%
Cc1c(C(=O)Nc2ccc(F)cc2F)oc2c1-c1nn(Cc3c(F)cccc3Cl)cc1CC2,?,1,·,·,·,·,-17%,1%,4%
O=c1oc2c(CN3CCN(CCO)CC3)c(O)ccc2cc1-c1ccccc1,-7%,10,·,·,·,·,i,i,14%
CCNC(=O)NC1(C(=O)Nc2ccc3c(c2)OCCO3)CCCCC1,9%,4,2,3%,12%,-5%,-4%[57.5 µM],-9%,7%
COc1ccc(S(=O)(=O)NCCS(=O)(=O)N2CCN(c3ccccc3)CC2)cc1,-8%,-15,6,-3%,-2%,6%,i,19%,-9%
CC(C)c1cc(C(=O)N2CCCC(N3CCN(c4ccccc4F)CC3)C2)nc(N)n1 (stereo not drawn),-4%,2,8,1%,?,5%,-4%,-4%,-1%
CCCc1nnc(NC(=O)Cn2c(=O)oc3cc(Br)ccc32)s1,-25%,1,-29,-13%,-1%,-2%,i,-4%,-14%
CCCS(=O)(=O)NC(=O)C1(C)CCN(C(=O)c2ccccc2C(F)(F)F)C1 (stereo not drawn),27%,4,0,0%,3%,-8%,i,-14%,-3%
C[C@H]1CCC[C@]2(O[C@@H](CCO)C[C@@H](O)[C@@H]2O)O1,23%,-1,30,3%,?,-7%,-23%,-15%,7%
CC(=O)N1CCCc2cc(S(=O)(=O)N(C)CC(=O)Nc3cccc(C)c3C)ccc21,-7%,6,·,·,5%,·,-28%,-12%,13%
C=CCn1c(COc2ccc3c(c2)CCCC3)nnc1SCC(=O)Nc1cccc(SC)c1,-21%,-22,-5,27%,15µM*,1%,?,-15%,-7%
